High-throughput results (PubChem BioAssay)
PP5 primary: blocks human protein phosphatase 5 activity; P53041; purified PP5c, OMFP substrate fluorescence; inhibition, % at 6.7 µM; 320,000 compounds, 0.18% hits; AID 1987;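 active = inhibition above the campaign's mean inhibition across all tested compounds plus 3 SD, cut at about 9.5% in these data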;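 note: 0% = DMSO only and 100% = 100 µM cantharidin control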
ZTA DNA inh: ZTA (EBV) inhibition in EBNA-1 counter-screen. ZTA-DNA binding, fluorescence polarization. AID 2234. P03206. inhibition, % at 11 µM. 320,000 compounds, 0.15% hits; in the data active = inhibition above about 33%
CTSL1 counter: cathepsin L1 inhibition, PFM18AAP counter-screen; inhibition, % at 5.96 µM; 300,000 compounds, 0.49% hits; recombinant F. hepatica cathepsin L1, Z-Leu-Arg-MCA fluorescence; AID 1906;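 active = inhibition above the mean of all tested compounds plus 3 SD, set per screening campaign, cut at about 17% in these data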;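 note: 0% = plate median of test compound wells and 100% = 1 µM Z-Phe-Ala-diazomethylketone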
TPT1 inhibitor: C. albicans TPT1 enzyme inhibition | recombinant caTPT1, FP RNA substrate dephosphorylation | inhibition, % at 5 µM | 300,000 compounds, 0.81% hits;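 active = inhibition above the mean of all tested compounds plus 3 SD, set per screening campaign, cut at about 24% in these data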;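 note: plate controls were DMSO alone for no effect and ferristatin control at 100 nM for full effect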
EBNA-1 inh: blocks EBNA-1 binding to DNA; EBNA-1 DNA binding, fluorescence polarization; inhibition, % at 14.8 µM; 300,000 compounds, 0.34% hits; AID 1950; in the data active = inhibition above about 28%
PP1 counter: PP1-alpha (human) inhibition in PP5 counter-screen; P62136; purified PP1alpha, OMFP fluorescence; inhibition, % at 6.7 µM; 320,000 compounds, 0.9% hits;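 active = inhibition above the mean inhibition of all tested compounds plus 3 SD, computed separately for each screening campaign, cut at about 15% in these data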
Target sequence (P62136 whole entry, looked up): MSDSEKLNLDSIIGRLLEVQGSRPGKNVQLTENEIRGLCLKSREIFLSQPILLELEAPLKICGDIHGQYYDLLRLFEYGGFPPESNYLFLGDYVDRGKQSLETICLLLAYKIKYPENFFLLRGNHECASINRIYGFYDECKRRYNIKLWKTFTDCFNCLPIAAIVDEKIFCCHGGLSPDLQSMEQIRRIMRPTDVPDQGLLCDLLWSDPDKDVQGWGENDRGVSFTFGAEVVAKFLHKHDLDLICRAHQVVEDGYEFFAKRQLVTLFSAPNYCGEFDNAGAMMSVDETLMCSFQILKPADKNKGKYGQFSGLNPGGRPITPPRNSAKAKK
core dimer inh: HCV core protein dimerization inhibition | TR-FRET GST/Flag-core106 dimerization, 1536-well | inhibition, % at 5 µM | 300,000 compounds, 0.33% hits;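 active = inhibition above the mean of all tested compounds plus 3 SD, set per screening campaign, cut at about 45% in these data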
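System: GST-tagged and Flag-tagged HCV core protein residues 1-106 / Input: core106 proteins, GST 13.5 nM and Flag 17 nM / Buffer or medium: KF-containing HEPES buffer, pH 7.45, DTT, CHAPS, BSA / Probe or stimulus: Eu-anti-GST and XL665-anti-Flag labelled anti-tag antibodies / Schedule: 4 h, 22.5 °C incubation / Technique: TR-FRET 671 and 617 nm emission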
PREPL inhibitor: human PREPL enzyme inhibition; Q4J6C6; recombinant PREPL, fluorescence polarization activity-based probe; inhibition, % at 5.96 µM; 320,000 compounds, 0.68% hits; AID 2751; in the data active = inhibition above about 43%;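 note: 0% = enzyme with DMSO and 100% = wells lacking enzyme; many of its hits are not listed in these tables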
Target sequence (Q4J6C6 whole entry, looked up): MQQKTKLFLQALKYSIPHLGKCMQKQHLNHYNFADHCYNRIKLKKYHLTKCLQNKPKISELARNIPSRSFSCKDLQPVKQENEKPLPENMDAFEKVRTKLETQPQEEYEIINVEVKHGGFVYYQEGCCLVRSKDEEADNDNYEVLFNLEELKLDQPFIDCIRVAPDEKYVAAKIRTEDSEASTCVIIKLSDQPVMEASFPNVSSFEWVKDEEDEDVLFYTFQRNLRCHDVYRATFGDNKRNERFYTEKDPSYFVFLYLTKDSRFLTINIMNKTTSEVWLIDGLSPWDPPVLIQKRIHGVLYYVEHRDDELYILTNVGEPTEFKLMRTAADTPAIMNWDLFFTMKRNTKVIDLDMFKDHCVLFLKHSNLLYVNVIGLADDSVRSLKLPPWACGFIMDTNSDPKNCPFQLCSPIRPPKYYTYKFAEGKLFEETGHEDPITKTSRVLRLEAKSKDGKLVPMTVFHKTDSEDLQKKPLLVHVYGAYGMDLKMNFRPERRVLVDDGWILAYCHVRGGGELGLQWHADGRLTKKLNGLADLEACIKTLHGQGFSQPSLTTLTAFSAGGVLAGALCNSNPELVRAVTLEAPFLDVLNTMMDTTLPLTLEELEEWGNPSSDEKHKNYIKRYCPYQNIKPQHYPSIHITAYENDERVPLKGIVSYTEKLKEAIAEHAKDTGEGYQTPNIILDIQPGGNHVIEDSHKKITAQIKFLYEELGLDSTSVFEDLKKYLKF
Efflux pump mplx: inhibitors of Candida antifungal efflux pumps expressed in yeast; S. cerevisiae Candida pump triplex, Nile Red efflux; inhibition, % at 10 µM; 330,000 compounds, 0.44% hits;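 active = plate passing quality check with inhibition over a set limit, or well fluorescence over plate mean plus 4 SD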;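 note: Nile Red retained in pooled yeast measured as flow cytometry median fluorescence; 0% = buffer negative control and 100% = Enniatin B positive control; higher means more Nile Red kept so more efflux inhibition; some compounds called inactive have numbers as strong as hits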
Active calls of the source: *; . = not tested or not shown.

Values run as follows: PREPL inhibitor	Efflux pump mplx	core dimer inh	CTSL1 counter	ZTA DNA inh	EBNA-1 inh	PP1 counter	TPT1 inhibitor	PP5 primary
1. C=CCn1c(COc2ccc(CC)cc2)nnc1SC/C(O)=C(\C#N)c1nc2ccccc2[nH]1
→ 35	-0.1	70*	5	2	11	11	16	-1.1
2. COc1ccc(NC(=S)c2ccc3ccccc3n2)cc1
→ 10	0.1	0	0	2	7	-4	1	-1.3
3. Cc1ccc(C)c(N(CC(=O)NCCC2=CCCCC2)S(C)(=O)=O)c1
→ 1	0.0	4	2	26	7	-2	-1	-0.6
4. O=C1N(Cc2cccc(Cl)c2)C[C@@H]2C[C@@H](c3ccccn3)N3CCC[C@@]123
→ 13	0.0	4	-1	-4	-3	-5	0	1.3
5. O=C(Nc1ccc2c(c1)OCO2)c1cccc(S(=O)(=O)N2CCOCC2)c1
→ 5	-0.3	-1	0	3	9	1	0	3.9
6. Cc1cccc(Oc2ccccc2NC(=O)CN2C(=O)NC3(CCCC3)C2=O)c1
→ -2	-0.1	2	2	2	1	3	0	1.7
7. COc1ccc(-n2c(SCC(=O)NCC3CCCO3)nc3c([nH]c4ccccc43)c2=O)cc1OC (stereo not given)
→ 12	-0.1	-12	-4	-25	-3	-1	-4	3.8
8. CSc1ccc(Cn2nnc(C(=O)NCCc3ccc(Cl)cc3)c2N)cc1
→ 12	-0.1	3	12	-30	-9	2	-3	0.4
9. COc1ccc(OC)c(NC(=O)COc2ccc(Br)cc2)c1
→ 5	0.0	8	3	12	-7	0	-2	2.6
10. COc1cccc(N2CCN(C3CC(=O)N(c4ccc(C)c(Cl)c4)C3=O)CC2)c1 (stereo not given)
→ 34	-0.1	5	-2	8	-2	1	0	3.0
11. CC(C)(C)NC(=O)NC(=O)COC(=O)CCC1CCCCC1
→ 17	0.1	2	-24	-26	-4	6	-2	5.8
12. S=C(Nc1ccccc1)N1CCCCCC1
→ -1	0.0	-3	1	9	2	3	-1	-0.2
13. CSCC[C@H](NC(=O)c1cccs1)c1nnc2ccccn12
→ 23	-0.2	-17	0	10	4	3	-1	0.6
14. Cc1cc(NCc2cccnc2)nc(N)n1
→ 10	0.0	-11	-2	-18	-7	2	-3	2.7
15. COc1ccc(-c2csc(/C(C#N)=C/Nc3cc4oc5ccccc5c4cc3OC)n2)cc1
→ -2	0.1	3	0	-5	-8	0	8	2.6
16. CCCOc1ccc(/C(O)=C2/C(=O)C(=O)N(CCCn3ccnc3)C2c2cccs2)cc1 (stereo not given)
→ 5	0.0	-5	0	-5	-4	4	1	1.1
17. CCCSCCCNC(=O)CC1Oc2ccccc2NC1=O (stereo not given)
→ 1	0.1	-2	-1	2	1	-5	3	3.2
18. Cc1ccc(-c2noc(CCCOc3ccc(Cl)cc3Cl)n2)cc1
→ -5	0.0	-9	3	-4	0	-2	-2	1.4
19. CC(CNC(=O)C1CCCCC1)NC(=O)C1CCCCC1 (stereo not given)
→ -11	0.1	1	-6	-8	-1	-2	-1	1.0
20. C=CCn1c(COc2ccccc2)nnc1SCc1ccc(C#N)cc1
→ -8	0.2	1	-3	11	-4	0	-1	3.8
21. Cc1nnc(SCc2ccccc2Cl)n(N)c1=O
→ 3	0.1	-3	0	2	-4	-5	-1	-0.4
22. O=C(Oc1ccc([N+](=O)[O-])cc1)c1cccnc1
→ 11	0.1	-2	-5	-4	3	2	-2	3.0
23. CC(NC(=O)NC1CCCCC1)C(c1cccs1)N1CCOCC1 (stereo not given)
→ -4	0.3	-14	-3	-15	1	-2	-2	0.2
24. CCC/C(O)=C1\C(=O)CC(C)(C)CC1=Nc1ccc(OC)cc1
→ 11	0.0	0	5	4	8	2	-4	-2.6
25. CC1C/C(=N/O)C(C)CN1 (stereo not given)
→ 2	0.0	1	1	3	8	-4	-3	-1.0
26. Cc1ccc(C(=O)OCC(=O)N2CCOCC2)c(C)c1
→ 6	-0.1	-4	-2	0	-11	6	1	3.0
27. COc1cc(S(=O)(=O)N(C)C)ccc1Br
→ 3	0.0	0	-4	-10	4	-2	1	-0.7
28. O=C(CN1C(=O)NC2(CCCCCC2)C1=O)Nc1ccc(Cl)cc1Cl
→ 6	0.0	.	.	-1	.	-1	.	1.6
29. O=C(Nc1ccc(F)cc1F)c1ccc(-n2cccn2)nc1
→ -4	0.0	2	-10	-2	-1	-1	-1	-0.8
30. COC(=O)c1cc(S(=O)(=O)N2CCN(C3CCCCC3)CC2)c[nH]1
→ 1	-0.4	3	2	3	-2	1	1	-0.7

Profiles as entered above. Screens in order: PREPL inhibitor | Efflux pump mplx | core dimer inh | CTSL1 counter | ZTA DNA inh | EBNA-1 inh | PP1 counter | TPT1 inhibitor | PP5 primary
Shown for Cc1nnc(SCc2ccccc2Cl)n(N)c1=O : 3 | 0.1 | -3 | 0 | 2 | -4 | -5 | -1 | -0.4
Shown for O=C(Nc1ccc2c(c1)OCO2)c1cccc(S(=O)(=O)N2CCOCC2)c1 : 5 | -0.3 | -1 | 0 | 3 | 9 | 1 | 0 | 3.9
Shown for CC1C/C(=N/O)C(C)CN1 (stereo not given) : 2 | 0.0 | 1 | 1 | 3 | 8 | -4 | -3 | -1.0
Shown for O=C1N(Cc2cccc(Cl)c2)C[C@@H]2C[C@@H](c3ccccn3)N3CCC[C@@]123 : 13 | 0.0 | 4 | -1 | -4 | -3 | -5 | 0 | 1.3
Shown for CCCSCCCNC(=O)CC1Oc2ccccc2NC1=O (stereo not given) : 1 | 0.1 | -2 | -1 | 2 | 1 | -5 | 3 | 3.2

Further structures follow.
Values run as follows: PREPL inhibitor	Efflux pump mplx	core dimer inh	CTSL1 counter	ZTA DNA inh	EBNA-1 inh	PP1 counter	TPT1 inhibitor	PP5 primary
31. O=C(CS(=O)CC(=O)N(CC(=O)NC1CCCC1)C1CCCCC1)Nc1ccc(F)cc1 (stereo not given)
→ 16	-0.1	-1	0	-1	-5	-1	0	1.8
32. Cc1c(C(=O)N2CCN(S(C)(=O)=O)CC2)oc2ccccc12
→ 0	0.2	-4	-1	1	-5	8	-2	2.6
33. CNC(=O)c1cccc(NC(=O)C(C)c2ccc3cc(OC)ccc3c2)c1 (stereo not given)
→ -8	1.4	-6	-4	0	-14	1	1	-3.6
34. COc1ccc(/C=C/C(=O)c2ccccc2)c(OC)c1
→ 0	0.1	-1	-2	-14	-7	-5	0	4.0
35. CCOC(=O)C1CCN(C(c2ccccn2)c2c(C)[nH]c3ccccc23)CC1 (stereo not given)
→ 6	0.0	-1	-1	2	2	-1	5	0.3
36. Cc1ccc(C(=O)N2CCN(Cc3ccc4c(c3)OCO4)CC2)cc1S(=O)(=O)N1CCOCC1
→ 5	0.0	-1	4	-17	-5	4	0	0.8
37. COc1ccc(C2c3cc(OC)c(OC)cc3CCN2C(=O)c2ccccc2)cc1OC (stereo not given)
→ -9	0.1	11	-3	-2	-1	-2	0	0.5
38. O=C1N(Cc2ccc3c(c2)OCO3)c2ccccc2C1(O)c1c[nH]c2ccccc12 (stereo not given)
→ 14	-0.1	19	0	8	15	7	1	3.4
39. OCCN1CCN(CC/C=C2/c3ccccc3CSc3ccccc32)CC1
→ -22	0.1	-4	4	-8	-6	-1	-1	0.4
40. COc1cc(NC(=S)NC2CC2)c(OC)cc1Cl
→ 9	0.0	-1	-5	-2	1	3	3	-1.5
41. CC(C)C(C(=O)NC1CCCCC1)N(CC1CCCO1)C(=O)CNS(=O)(=O)c1ccc(F)cc1 (stereo not given)
→ -10	0.0	2	-1	-7	-7	-5	1	2.5
42. Cc1ccc(/C=N/N2CCN(c3ccccn3)CC2)o1
→ 4	0.1	1	0	5	-5	-4	0	1.1
43. CO/N=C(/COc1ccc(F)cc1)c1ccc(OC)cc1
→ -6	0.1	0	0	-4	3	-3	-5	0.8
44. COC(CNC(=O)c1cccc(-n2c(=S)[nH]c3cc(Cl)ccc3c2=O)c1)OC
→ -2	0.0	1	-1	-20	4	-2	-1	0.2
45. CCCCN(CC)c1nc(N)c2c(N)nc(OCC)cc2c1C#N
→ 15	0.1	-5	5	-4	-5	5	5	12*
46. COc1cccc(/C=N/NC(=O)C[n+]2ccccc2)c1OC
→ -8	-0.2	-6	3	8	5	-6	1	-1.2
47. COc1ccc(OC)c(CN2CCCC(C(=O)N3CCCCC3)C2)c1 (stereo not given)
→ 8	-0.1	-3	-1	-1	2	0	-1	2.6
48. C#Cc1ccc([C@@H]2C=C(C(=O)NCc3ccccc3)O[C@H](OCCCCO)C2)cc1
→ 6	-0.1	52*	1	-2	-8	8	4	5.2
49. Cc1ccc(C(=O)NC(=S)Nc2ccc(N3CCOCC3)cc2)cc1C
→ 13	0.2	9	3	6	-10	-3	6	3.3
50. CCCn1c(N)c(Sc2ccc(C)cc2)c(=O)n(CCC)c1=O
→ 8	-0.1	2	1	2	-2	-1	3	-4.5
51. O=C(O)CNC(=O)CCn1nnc2ccccc2c1=O
→ -5	0.1	-2	7	-4	-5	0	1	-1.0
52. O=C(/C=C/c1ccco1)N(Cc1ccccc1F)C1CCS(=O)(=O)C1 (stereo not given)
→ 6	-0.1	-5	6	0	5	-3	-1	0.8
53. COC(=O)Cc1cc(=O)[nH]c(/N=C(\N)Nc2cccc(C)c2)n1
→ 2	0.1	-1	-1	0	-3	2	-1	0.4
54. O=C(NC1CCCCC1)C(c1ccncc1)N(C(=O)c1csnn1)c1cccc(F)c1 (stereo not given)
→ -5	-0.2	-2	-4	-22	-6	-1	1	4.0
55. COc1ccc(C(=O)NCC(=O)NCCc2c[nH]c3ccccc23)cc1OC
→ 11	0.0	-4	2	-2	5	-1	0	1.3
56. CCc1cc2c(=O)n(-c3ccccc3)c(SCC(=O)O)nc2s1
→ 10	0.1	3	-1	-16	-3	0	-1	4.4
57. CCOC(=O)N1CCN(C(=O)Cn2nc(-c3ccc(Cl)cc3)ccc2=O)CC1
→ 6	-0.1	6	11	-9	12	-2	1	-0.8
58. Cc1cc(NC(=O)COC(=O)C2CC(=O)N(c3ccccc3Cl)C2)no1 (stereo not given)
→ 8	0.1	-6	-35	16	-10	1	0	4.0
59. Cc1nn2c(COc3ccc(NC(=O)C(C)C)cc3)nnc2c2ccccc12
→ -4	0.1	4	-5	11	0	0	1	2.0
60. NC(=O)c1c(NC(=O)C2CCCO2)sc2c1CCC2 (stereo not given)
→ 3	-0.1	1	2	14	5	0	6	-0.2
61. CC(C)/C=C1\CCCCC1N(C)C(=O)NC(C)C (stereo not given)
→ 1	0.0	8	-3	-5	2	-1	-2	1.2

Compounds shown so far that contain a furan ring, fused or not, in the order listed:
Values run as follows: PREPL inhibitor	Efflux pump mplx	core dimer inh	CTSL1 counter	ZTA DNA inh	EBNA-1 inh	PP1 counter	TPT1 inhibitor	PP5 primary
15. COc1ccc(-c2csc(/C(C#N)=C/Nc3cc4oc5ccccc5c4cc3OC)n2)cc1
→ -2	0.1	3	0	-5	-8	0	8	2.6
32. Cc1c(C(=O)N2CCN(S(C)(=O)=O)CC2)oc2ccccc12
→ 0	0.2	-4	-1	1	-5	8	-2	2.6
42. Cc1ccc(/C=N/N2CCN(c3ccccn3)CC2)o1
→ 4	0.1	1	0	5	-5	-4	0	1.1
52. O=C(/C=C/c1ccco1)N(Cc1ccccc1F)C1CCS(=O)(=O)C1 (stereo not given)
→ 6	-0.1	-5	6	0	5	-3	-1	0.8

An excerpt; the hit share may differ from the screen's.
